Source: PubChem BioAssay (several laboratories)
Anthrax LF inh2: anthrax lethal factor protease inhibition | multiplex microsphere protease cleavage assay, LF | inhibition, % at 10 µM | 360,000 compounds, 0.12% hits | AID 588501; further: plate controls were buffer without enzyme for full effect and enzyme alone for no effect
Target sequence (P15917 whole entry, looked up): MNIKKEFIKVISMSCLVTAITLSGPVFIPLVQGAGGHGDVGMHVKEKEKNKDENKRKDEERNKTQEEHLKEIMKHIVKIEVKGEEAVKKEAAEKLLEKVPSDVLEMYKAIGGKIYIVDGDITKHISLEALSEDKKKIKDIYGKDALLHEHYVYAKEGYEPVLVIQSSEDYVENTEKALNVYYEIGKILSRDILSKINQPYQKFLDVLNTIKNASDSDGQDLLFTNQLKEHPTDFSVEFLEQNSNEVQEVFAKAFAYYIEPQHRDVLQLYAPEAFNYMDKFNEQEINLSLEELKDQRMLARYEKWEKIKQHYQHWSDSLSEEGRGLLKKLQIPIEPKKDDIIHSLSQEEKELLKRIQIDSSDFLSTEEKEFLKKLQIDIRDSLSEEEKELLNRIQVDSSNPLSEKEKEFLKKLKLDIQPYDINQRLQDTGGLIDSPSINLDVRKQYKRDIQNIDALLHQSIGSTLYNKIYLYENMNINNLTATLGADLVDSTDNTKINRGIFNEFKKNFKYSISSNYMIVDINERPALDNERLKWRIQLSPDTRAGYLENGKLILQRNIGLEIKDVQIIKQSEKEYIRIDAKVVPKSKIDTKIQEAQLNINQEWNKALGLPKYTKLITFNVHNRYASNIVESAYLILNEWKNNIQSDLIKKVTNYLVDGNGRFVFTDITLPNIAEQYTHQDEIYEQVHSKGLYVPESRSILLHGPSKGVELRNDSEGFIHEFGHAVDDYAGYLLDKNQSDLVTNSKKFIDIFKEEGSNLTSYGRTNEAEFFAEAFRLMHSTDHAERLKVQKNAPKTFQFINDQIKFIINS
BoNT F protease: blocks Botulinum neurotoxin F light chain protease. inhibition, % at 10 µM. 360,000 compounds, 0.22% hits. Multiplex microsphere protease cleavage assay, flow cytometry; in the data active means inhibition above about 35%, passing the limit was not always enough; inconclusive means no clear call, values can overlap the other calls; further: plate controls were buffer without enzyme for full effect and enzyme alone for no effect
FadD28 binding: inhibitors of Mycobacterium tuberculosis FadD28 bisubstrate binding. FadD28 bisubstrate probe binding, fluorescence polarization. inhibition, % at 12.5 µM. 360,000 compounds, 0.22% hits. AID 588549; in the data active means inhibition above about 8.5%, passing the limit was not always enough; inconclusive means no clear call, values can overlap the other calls
UGM FP inh: blocks M. tuberculosis UGM enzyme | P9WIQ1 | purified UGM, fluorescence polarization probe displacement | inhibition, % at 10 µM | 320,000 compounds, 0.06% hits; in the data active means inhibition above about 10%, passing the limit was not always enough; inconclusive means no clear call, values can overlap the other calls
BoNT-A LC inh2: BoNT A light chain protease inhibition | multiplex microsphere protease substrate cleavage, flow cytometry | inhibition, % at 10 µM | 360,000 compounds, 0.17% hits; further: plate controls were buffer without enzyme for full effect and enzyme alone for no effect
PfHsp40 rescue: restores yeast growth despite PfHsp40 toxicity | 340,000 compounds, 0.68% hits | S. cerevisiae expressing PfHsp40, growth rescue, ATP luminescence | growth rescue, % at 12.5 µM | AID 504582; in the data active means growth rescue above about 28%, passing the limit was not always enough; inconclusive means no clear call, values can overlap the other calls;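 further: yeast W303a lacking pdr1 and pdr3 grown in galactose medium; growth measured after three days at 30 °C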
GDH-TPI counter: counter-screen for M. tuberculosis FBA inhibitors: GDH-TPI coupled enzymes; GDH-TPI coupled enzyme counterscreen, NADH absorbance; inhibition, % at 4.8 µM; 360,000 compounds, 1.2% hits; AID 588335; in the data active means inhibition above about 30%;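 further: 0% = DMSO wells and 100% = wells lacking the enzyme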
FBA Mtb inh: Mtb fructose-bisphosphate aldolase inhibition; purified M. tuberculosis FBA, fluorescence read-out; inhibition, % at 1 µM; 360,000 compounds, 2.3% hits; in the data active means inhibition above about 27%;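 further: 0% = vehicle and 100% = reference inhibitor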
Mtb BioA inh: blocks M. tuberculosis BioA enzyme activity. purified M. tuberculosis BioA enzyme, plate reader. inhibition, % at 9.99 µM. AID 602481. 360,000 compounds, 0.096% hits; in the data active means inhibition above about 40%; inconclusive means no clear call, values can overlap the other calls
The depositor's hits bear a star; ? = inconclusive; / = not tested or not shown. Unless noted, no stated cut-off is given here; in the data, active means inhibition above about 30%; inconclusive means no clear call, values can overlap the other calls; inactive means below that.

Start of the listing, in advance:
no.	mol	BoNT-A LC inh2	PfHsp40 rescue	FBA Mtb inh	UGM FP inh	FadD28 binding	BoNT F protease	Mtb BioA inh	Anthrax LF inh2	GDH-TPI counter
1	O=C(O)c1ccc(CS(=O)c2cccc(C(F)(F)F)c2)o1 (configuration not stated)	-0.2	1.3	2	-1.4	-1.6	9	-0.8	2	12
2	COc1ccc(NC(=S)Nc2cccc3cnccc23)cc1	-0.6	-0.9	-4	-0.3	-2.7	-15	2.8	-3	6
3	Nn1c(Cc2cccc3ccccc23)n[nH]c1=S	-0.8	-1.1	-2	-0.1	1.4	-6	-0.4	-1	0
4	Cc1ccsc1CN(C)C(=O)c1cc(S(=O)(=O)N2CCOCC2)ccc1N1CCCC1	2.1	-0.1	1	-2.2	/	0	-1.1	9	0
5	CC[C@]12c3[nH]c4ccc(OC)cc4c3CCN1C(=O)C(CC(=O)NCCN1CCOCC1)C[C@@H]2C(=O)N1CCN(C(=O)C2CC2)CC1 (some centres not stated)	-0.9	-1.6	6	/	1.0	-6	-0.4	-6	9
6	S=C(Nc1ccccc1Cl)NC1CCC(NC(=S)Nc2ccccc2Cl)CC1 (configuration not stated)	-0.3	0.0	-10	1.2	-5.9	-2	/	-3	-4
7	CCOC(=O)C1=C[C@@H](C(C)C)N(S(=O)(=O)c2ccc(C)cc2)[C@H]1c1ccc(C(F)(F)F)cc1	-0.6	/	1	/	-0.4	3	-0.5	-5	/
8	O=C1CC2CCCC(C1)S2=O (configuration not stated)	-0.4	/	-3	/	-2.6	-3	-1.2	-4	4
9	CC(C)(C)C(=O)Nc1cc2c3c(c1)CCC(=O)N3CCC2	-2.0	0.5	1	0.8	-3.3	-1	-0.6	0	-2
10	COc1ccccc1N1CCN(C(=O)Nc2ccc(F)c(Cl)c2)CC1	0.1	0.2	0	0.3	-0.5	0	/	-2	7
11	O=C(CN1CCN(c2ccccc2)CC1)Nc1ccccc1C(=O)NCCc1ccccc1	0.0	/	1	/	-2.9	-8	1.0	1	8
12	Cc1ccc(OCC(=O)N2CCCCC2)c(Br)c1	-3.9	-0.9	-2	-2.5	-2.8	-2	0.7	-2	3
13	CCOc1cc(N2CCOCC2)c(OCC)cc1NC(=O)CN1CCCC1	0.0	14	-6	-0.5	-3.2	-2	/	-1	1
14	CCN(C(=O)COC(=O)c1cc(C)n(C2CC2)c1C)c1ccccc1	-0.4	-0.3	-3	2.5	-3.5	-9	-0.8	0	3
15	O=C(COc1c(Br)cc(Br)c2cccnc12)N1CCc2ccccc2C1	1.0	12	1	4.2	-2.5	-4	1.9	0	-1

Main list (from the top)
no.	mol	BoNT-A LC inh2	PfHsp40 rescue	FBA Mtb inh	UGM FP inh	FadD28 binding	BoNT F protease	Mtb BioA inh	Anthrax LF inh2	GDH-TPI counter
1	O=C(O)c1ccc(CS(=O)c2cccc(C(F)(F)F)c2)o1 (configuration not stated)	-0.2	1.3	2	-1.4	-1.6	9	-0.8	2	12
2	COc1ccc(NC(=S)Nc2cccc3cnccc23)cc1	-0.6	-0.9	-4	-0.3	-2.7	-15	2.8	-3	6
3	Nn1c(Cc2cccc3ccccc23)n[nH]c1=S	-0.8	-1.1	-2	-0.1	1.4	-6	-0.4	-1	0
4	Cc1ccsc1CN(C)C(=O)c1cc(S(=O)(=O)N2CCOCC2)ccc1N1CCCC1	2.1	-0.1	1	-2.2	/	0	-1.1	9	0
5	CC[C@]12c3[nH]c4ccc(OC)cc4c3CCN1C(=O)C(CC(=O)NCCN1CCOCC1)C[C@@H]2C(=O)N1CCN(C(=O)C2CC2)CC1 (some centres not stated)	-0.9	-1.6	6	/	1.0	-6	-0.4	-6	9
6	S=C(Nc1ccccc1Cl)NC1CCC(NC(=S)Nc2ccccc2Cl)CC1 (configuration not stated)	-0.3	0.0	-10	1.2	-5.9	-2	/	-3	-4
7	CCOC(=O)C1=C[C@@H](C(C)C)N(S(=O)(=O)c2ccc(C)cc2)[C@H]1c1ccc(C(F)(F)F)cc1	-0.6	/	1	/	-0.4	3	-0.5	-5	/
8	O=C1CC2CCCC(C1)S2=O (configuration not stated)	-0.4	/	-3	/	-2.6	-3	-1.2	-4	4
9	CC(C)(C)C(=O)Nc1cc2c3c(c1)CCC(=O)N3CCC2	-2.0	0.5	1	0.8	-3.3	-1	-0.6	0	-2
10	COc1ccccc1N1CCN(C(=O)Nc2ccc(F)c(Cl)c2)CC1	0.1	0.2	0	0.3	-0.5	0	/	-2	7
11	O=C(CN1CCN(c2ccccc2)CC1)Nc1ccccc1C(=O)NCCc1ccccc1	0.0	/	1	/	-2.9	-8	1.0	1	8
12	Cc1ccc(OCC(=O)N2CCCCC2)c(Br)c1	-3.9	-0.9	-2	-2.5	-2.8	-2	0.7	-2	3
13	CCOc1cc(N2CCOCC2)c(OCC)cc1NC(=O)CN1CCCC1	0.0	14	-6	-0.5	-3.2	-2	/	-1	1
14	CCN(C(=O)COC(=O)c1cc(C)n(C2CC2)c1C)c1ccccc1	-0.4	-0.3	-3	2.5	-3.5	-9	-0.8	0	3
15	O=C(COc1c(Br)cc(Br)c2cccnc12)N1CCc2ccccc2C1	1.0	12	1	4.2	-2.5	-4	1.9	0	-1
16	C#CCN(C[C@@H]1[C@@H](OC(=O)NC2CCCC2)[C@@H](OC(=O)NC2CCCC2)Cn2c(=O)ccc(=O)n21)S(=O)(=O)c1ccc(C)cc1	-0.5	/	-3	/	-3.9	0	-0.8	-8	3
17	COc1ccc(NC(=O)COC(=O)c2ccc(NS(=O)(=O)/C=C/c3ccccc3)cc2)cc1	-0.6	-0.3	0	/	3.5	-6	/	0	9
18	COC(=O)c1cc(NS(=O)(=O)c2ccc(OC)c(OC)c2)ccc1Cl	0.4	0.0	-3	0.0	-0.2	-10	0.9	-4	-2
19	Cc1ccnc(NS(=O)(=O)c2ccc(NC(=O)c3ccc([N+](=O)[O-])s3)cc2)n1	-0.6	-0.9	0	4.1	-0.8	-4	/	-2	17
20	CCOC(=O)c1nnc2ccnn2c1N	-0.8	0.5	1	-0.1	0.0	0	-0.9	2	11
21	N#CCN1CCN(CC(=O)c2ccc(Br)cc2)CC1	1.1	0.7	0	1.9	-0.8	4	/	-4	-6
22	Cc1cc(C)n2nc(C(=O)N(C)C(c3ccccc3)c3ccccc3)nc2n1	1.8	-1.2	-2	-1.0	-5.8	-1	2.3	0	-7
23	COc1ccc(CNC(=O)COC(=O)[C@@H]2CCCN2C(=O)c2cccs2)cc1	0.3	-2.2	-3	0.2	-2.5	-5	1.3	4	0
24	Cc1cccc(OCc2nc(C#N)c(NCc3ccc4c(c3)OCO4)o2)c1	-1.0	29*	-1	-1.0	-1.9	-27	-2.4	-12	-5
25	O=C(CN1CCOCC1)N1c2ccccc2Sc2ccc(Cl)cc21	-1.7	/	-4	/	-3.6	-30	1.6	-13	7
26	COc1ccc(C(CNC(=O)c2cccc(S(=O)(=O)Nc3ccc(F)cc3)c2)N(C)C)cc1 (configuration not stated)	-2.6	-0.3	1	/	-4.2	2	0.1	-2	-4
27	Cc1cc(OCC(=O)OC(C)C(=O)Nc2ccc(N3CCOCC3)cc2)ccc1Cl (configuration not stated)	0.3	0.8	1	1.5	-0.3	-4	/	-1	5
28	O=C(Cc1c[nH]c2ccccc12)Nc1nccs1	0.8	0.7	1	2.0	-2.5	14	0.2	-1	1
29	COc1cccc(-c2n[nH]c3c2CCC3)c1	0.2	1.6	-1	-1.6	-4.0	1	/	-2	-5
30	COc1ccc(OC)c(-n2nnnc2SCC(=O)NCCc2ccccc2)c1	-1.6	-1.4	1	-0.6	0.4	-9	-3.0	-1	18
31	CC12CN3CC(C)(CN(C1)C3c1cccs1)C2O (configuration not stated)	-2.6	1.6	0	0.1	-0.9	-7	0.1	-4	4
32	O=C(CCNC(=O)c1ccc(Br)cc1)Nc1cccc(S(=O)(=O)N2CCCC2)c1	/	0.2	2	-2.2	-0.8	/	2.2	/	-1
33	Cc1ccc(CSc2nnc(SCC(=O)N/N=C/c3ccc(C(=O)O)cc3)s2)cc1	0.1	-0.3	4	-1.8	-3.1	-6	1.4	-12	-3
34	COc1ccc(OC)c(CNC(=O)C2CCC(=O)N(CCCN3CCCC3=O)C2)c1 (configuration not stated)	-0.8	0.1	0	-1.6	-0.9	-7	-0.5	-4	3
35	CCN1C(=O)c2ccccc2Sc2ccc(C(=O)NCCCN3CCCCC3)cc21	6.9	0.1	1	-2.3	-5.9	-4	0.7	2	-1
36	NC(=O)C1CCN(C(=O)CSc2nc3ccccc3[nH]2)CC1	0.1	-0.7	-2	-5.6	-4.8	4	-1.6	-1	-4
37	Cc1cc(C)c(S(=O)(=O)NCc2ccc3c(c2)OCO3)c(C)c1	-0.1	3.0	0	-2.4	-1.1	8	2.9	-4	4
38	COc1ccc(/C=N/NC(=O)Cc2csc(Nc3cccc(C(F)(F)F)c3)n2)c(OC)c1	-0.6	0.5	-3	0.8	-5.8	-2	-0.7	-4	25
39	Cc1cc(C)cc(N(CCC(=O)Nc2nnc(C3CC3)s2)S(=O)(=O)c2ccc(Cl)cc2)c1	-0.5	-1.3	-1	-3.0	-0.7	-2	/	0	13
40	CN(CCc1ccccc1)C(=O)c1cccc(NC(=O)Cc2cccc(NC(=O)C3CCCN(C(=O)c4ccccc4)C3)c2)c1 (configuration not stated)	0.3	0.4	-2	/	-2.9	-1	-0.9	0	5
41	O=C(CCC(=O)Nc1cccnc1)Nc1cccnc1	-0.4	-1.6	1	-1.7	-1.3	1	/	6	-3
42	CCOc1cc(/C=C(\CC(=O)O)c2nc3ccccc3s2)ccc1OCC(=O)Nc1cccc(C(F)(F)F)c1	16	-2.4	9	/	-4.5	-3	0.2	18	24
43	COc1ccccc1N(C)S(=O)(=O)c1ccc(C(=O)NC2CCCCCC2)cc1	-0.9	4.0	2	-2.1	-3.1	-5	1.2	2	2
44	COc1cc(Br)cc(CN2CCN(C)CC2)c1O	?	-0.9	0	1.4	-1.7	6	/	0	1
45	C=CCN([C@H](C(=O)OC)C(C)C)S(=O)(=O)CCNCc1ccccc1	-0.3	-1.2	-2	/	-0.1	-11	0.2	-6	-10
46	COc1cccc(/C=N/Nc2nc3ccccc3[nH]2)c1O	-0.8	-0.5	-4	2.0	-2.5	-9	3.8	-7	36*
47	Cc1cccc(NC(=O)C2(c3cccs3)CCOCC2)c1	-0.9	0.4	-1	1.5	-1.6	-3	-0.2	2	0
48	CC(C)c1ccc(NC(=O)NCc2ccccn2)cc1	-4.0	0.1	1	-1.0	/	-12	-0.6	0	4
49	C=CC(COCc1ccccc1)N([C@@H](Cc1ccccc1)C(=O)OC)S(=O)(=O)c1ccccc1Br (some centres not stated)	-0.7	-0.8	1	-2.6	-0.3	-8	-0.4	-4	15
50	Cn1cnc2c1c(=O)n(Cc1cccc(F)c1)c(=O)n2C	-2.6	0.6	2	1.0	-2.8	?	0.7	-17	1
51	Oc1ccccc1C1=Nc2nc3ccccc3n2C(c2ccccc2)C1 (configuration not stated)	0.9	-0.9	8	1.7	-1.4	0	-1.1	-5	21
52	O=C1CCC/C(=N/NC(=O)c2ccc(CN3c4cccc5cccc(c45)S3(=O)=O)cc2)C1	-0.5	0.2	3	0.1	-2.9	-2	-0.3	-1	15
53	Cc1ccc2sc(NNC(=O)c3cc(=O)c4ccccc4o3)nc2c1C	-1.1	-0.2	0	-0.1	1.5	-16	2.1	-2	22
54	CC1CCN(C(=S)c2ccccc2O)CC1	-4.8	0.4	-1	0.1	-2.7	-18	/	-4	5
55	CC1(C(=O)NS(=O)(=O)c2cccs2)CCN1C(=O)c1cccc(F)c1 (configuration not stated)	-0.5	/	-1	/	-3.6	2	-2.5	-1	-1

Complete entries as entered above. Order of screens: BoNT-A LC inh2, PfHsp40 rescue, FBA Mtb inh, UGM FP inh, FadD28 binding, BoNT F protease, Mtb BioA inh, Anthrax LF inh2, GDH-TPI counter
C=CC(COCc1ccccc1)N([C@@H](Cc1ccccc1)C(=O)OC)S(=O)(=O)c1ccccc1Br (some centres not stated) is entered as -0.7, -0.8, 1, -2.6, -0.3, -8, -0.4, -4, 15
Cn1cnc2c1c(=O)n(Cc1cccc(F)c1)c(=O)n2C is entered as -2.6, 0.6, 2, 1.0, -2.8, ?, 0.7, -17, 1
